All columns: NCI-60 one-dose screen, growth in % after 48 h at 10 µM unless noted; 100 = growth as untreated, 0 = no growth, -100 = all killed.
SF-268 = SF-268 CNS cancer cells; actives 3.1% (n = 82,000)
OVCAR-3 = OVCAR-3 ovarian cancer. actives 7% (n = 79,000). AID 1794787
DU-145 = DU-145 prostate cancer | AID 1794760 | actives 4.2% (n = 81,000)
SF-295 = SF-295 CNS cancer cells | actives 5.6% (n = 79,000)
OVCAR-8 = OVCAR-8 ovarian cancer. actives 4.4% (n = 81,000). AID 1794782
PC-3 = PC-3 prostate cancer cells. actives 3.9% (n = 80,000)
U251 = U251 CNS tumor cells; actives 5.4% (n = 80,000); AID 1794753
SF-539 = SF-539 CNS cancer. actives 6.8% (n = 81,000). AID 1794752
SNB-19 = SNB-19 CNS cancer cells | actives 2.5% (n = 81,000) | AID 1794751
Starred values were filed as active, the others as inactive; / = no result given. Rule for the calls: active = growth percent below 10; inactive = the rest.

1. O=S(=O)(NCCNc1nccc(-c2c(-c3ccc(F)c(O)c3)nc3sccn23)n1)c1ccc(O)cc1
2. C[S+](C)CC(=O)c1ccccc1
3. O=C(O)c1ccc(C(=O)O)cc1
4. COc1cc2nc(Cl)nc(Nc3cccc(C4=NN(C=O)C(c5ccc(F)cc5)C4)c3)c2cc1OC (configuration not stated)
5. COc1ccc(/C=C2/C(c3ccc(Cl)cc3)=NN=C2C(F)(F)F)cc1
6. CCCc1cc(NC)nc(S(=O)CC)n1 (configuration not stated)
7. CC(=O)Nc1ccc(N)cc1N
8. C[N+](C)(C)CC(O)CC(=O)O (configuration not stated)

entry no.	1	2	3	4	5	6	7	8
SF-268	37	102	108	86	94	96	112	118
OVCAR-3	57	126	113	96	84	112	113	122
DU-145	44	108	107	88	97	105	112	118
SF-295	60	104	99	77	93	99	104	107
OVCAR-8	33	100	88	86	86	111	102	107
PC-3	22	98	94	64	87	107	92	96
U251	57	97	89	83	84	106	109	106
SF-539	81	102	99	85	86	100	93	/
SNB-19	56	105	99	82	90	96	103	103

9. OCCN(CCO)CCN1c2ccccc2Sc2ccccc21
10. Fc1ccccc1C1CC(c2ccccc2Cl)=NN1c1ccc(-c2ccccc2)nn1 (configuration not stated)
11. O=C1NN(C(=O)c2ccccc2)C(c2ccccc2)=N/C1=C\c1cn(-c2ccccc2)nc1-c1ccccc1
12. CCOC(=O)C1(C#N)Cc2ccccc2C1
13. COc1cc(-c2nc(-c3nnc(-c4ccc(Cl)cc4Cl)o3)c3ccccn23)cc(OC)c1OC
14. COc1ccc(/C=N/Nc2nc3ccccc3c(=O)n2-c2ccccc2)cc1OC
15. CCCCC(=O)OC1CCCCC1C (configuration not stated)
16. NC(N)=NS(=O)(=O)c1ccc(N=Nc2c(N)nn(-c3ccccc3)c2N)cc1

entry no.	9	10	11	12	13	14	15	16
SF-268	117	88	86	109	83	101	99	100
OVCAR-3	121	98	105	127	94	105	107	/
DU-145	125	103	103	112	93	108	105	106
SF-295	96	99	106	107	/	102	97	102
OVCAR-8	106	91	101	95	85	100	87	101
PC-3	96	77	78	94	77	106	68	94
U251	98	88	97	105	85	102	86	105
SF-539	106	93	107	112	79	92	103	100
SNB-19	109	90	109	106	93	101	100	101

17. CCCCCCOc1ccc(C2(Cl)c3ccccc3N(C)c3ccccc32)cc1
18. COc1ccccc1-c1cn2ccnc2c(-c2ccccc2OC)n1
19. CCC/C=C/C=N/NC(=S)Nc1cccnc1
20. Cn1cccc1/C=C1\C(=O)Nc2ccccc21
21. COc1cc(OC)cc(/C(C)=N/NC(=O)CSc2nc3ccccc3c(=O)n2Cc2ccc(S(N)(=O)=O)cc2)c1
22. CNC(=O)OCc1c(COC(=O)NC)c(-c2ccc(F)cc2)n2c1CCC2
23. O=C(O)c1cc(-c2cccs2)c2sc(=O)[nH]c2n1
24. C/C(=N\n1c(N)nc2n[nH]c(N)c2c1=O)c1ccccc1

entry no.	17	18	19	20	21	22	23	24
SF-268	49	111	98	92	36	75	109	109
OVCAR-3	32	114	102	75	116	103	109	119
DU-145	56	114	104	110	106	86	114	111
SF-295	29	94	103	100	102	84	100	97
OVCAR-8	39	102	93	107	97	/	100	108
PC-3	22	85	86	94	109	73	85	97
U251	-8.8*	98	96	98	74	82	96	113
SF-539	89	96	101	99	37	79	97	97
SNB-19	47	87	96	90	51	92	96	95

25. C[C@@H](O)CC(C)(C)O
26. Cc1cc(=O)oc(C)c1C(=O)O
27. Cc1cc2ccccc2[nH]1
28. CC(=O)c1c(C)nc2ccccc2c1/C=C/c1ccccc1
29. N#Cc1c(-c2ccc(Cl)cc2)nc(NS(=O)(=O)c2ccccc2)nc1N1CCOCC1
30. C=C(C)[C@@H]1CC[C@]2(C)[C@H](CC=C3[C@@H]4[C@@H](C)[C@H](C)CC[C@]4(C=O)CC[C@]32C)[C@@]1(C)CCCN
31. CN1CCN(CC(=O)N2c3cccc4cccc(c34)N(C(=O)CN3CCN(C)CC3)C2c2cn(-c3ccccc3)nc2-c2cccc([N+](=O)[O-])c2)CC1
32. CC1CN(Cc2ccccc2)C(=O)NC1=O (configuration not stated)

entry no.	25	26	27	28	29	30	31	32
SF-268	114	111	112	110	100	94	7.9*	103
OVCAR-3	126	111	110	108	99	98	-58*	135
DU-145	111	112	118	102	102	100	29	/
SF-295	103	/	110	96	85	98	-67*	126
OVCAR-8	105	102	94	94	109	101	-8.5*	103
PC-3	107	106	80	86	90	91	23	93
U251	100	102	103	93	106	87	-64*	108
SF-539	104	106	117	89	97	99	-86*	107
SNB-19	110	102	107	91	90	96	25	92

The list goes on; it opens with the 2 that closed the last part.
31. CN1CCN(CC(=O)N2c3cccc4cccc(c34)N(C(=O)CN3CCN(C)CC3)C2c2cn(-c3ccccc3)nc2-c2cccc([N+](=O)[O-])c2)CC1
32. CC1CN(Cc2ccccc2)C(=O)NC1=O (configuration not stated)
33. O=C(C[n+]1cc(Br)cc(Br)c1)c1ccc2c(c1)CCCC2
34. Cc1cc(N=C2C=CC(=[N+](C)C)C=C2)c(N)cc1N
35. CC(CN(C)C)C(=O)c1cccs1 (configuration not stated)
36. COC(=O)C12C3C(=O)N(Cc4ccc5c(c4)OCO5)C(=O)C3C(c3cn(-c4ccccc4)nc3C)N1[C@H](c1cn(-c3ccccc3)nc1C)[C@@H]1C(=O)N(Cc3ccc4c(c3)OCO4)C(=O)[C@@H]12 (some centres not stated)
37. CCOC(=O)[C@@H]1CSC(CC)=C(C(=O)O)N1
38. O=C(CCN1CCCC1)Nc1ccc2c(NCc3ccccc3)c3ccccc3nc2c1
39. CC(=O)c1ccc(NC(=O)CS(=O)(=O)c2nnc3n(Cc4ccccc4)c(=O)c4c(C)c(C(N)=O)sc4n23)cc1
40. COc1ccc(S(=O)(=O)NCCCNc2nccc(-c3cn(C(C)(C)C)nc3-c3ccc(F)c(OC)c3)n2)cc1

entry no.	31	32	33	34	35	36	37	38	39	40
SF-268	7.9*	103	102	98	95	108	116	-2.2*	91	88
OVCAR-3	-58*	135	99	17	111	108	128	-33*	92	111
DU-145	29	/	107	104	107	114	118	-25*	121	110
SF-295	-67*	126	108	91	98	86	111	16	96	102
OVCAR-8	-8.5*	103	102	93	118	102	101	4.5*	/	96
PC-3	23	93	81	/	108	99	-9.6*	-4.6*	104	78
U251	-64*	108	95	93	113	98	95	1.1*	112	95
SF-539	-86*	107	100	89	98	/	93	5.9*	/	103
SNB-19	25	92	111	87	105	102	100	5.5*	108	102

Among those listed so far, these contain a cyano group:
12. CCOC(=O)C1(C#N)Cc2ccccc2C1
29. N#Cc1c(-c2ccc(Cl)cc2)nc(NS(=O)(=O)c2ccccc2)nc1N1CCOCC1

entry no.	12	29
SF-268	109	100
OVCAR-3	127	99
DU-145	112	102
SF-295	107	85
OVCAR-8	95	109
PC-3	94	90
U251	105	106
SF-539	112	97
SNB-19	106	90

The list goes on:
41. CCCS(=O)(=O)Oc1ccc(-c2ccc3sccc3c2)cc1
42. O=C(/C=C/Nc1nccs1)c1ccc(N=Cc2c(O)[nH]c3ccccc23)cc1
43. CCOP(=O)(OCC)/C(=C\n1ccc(=O)[nH]c1=S)C(=O)OC
44. O=c1[nH]c(-c2ccccc2)ncc1OCc1ccccc1
45. COc1cc2c3c(cccc3c1)C(=O)N(CCN1CCCC1)C2=O
46. Nc1nc(CF)cc(=O)[nH]1
47. C=C(C[C@](O)(C(=O)CC)C(=O)Oc1ccccc1)c1ccccc1
48. Cc1nn(-c2ccccc2)c2nc3nc(-c4cccnc4)nc(N)c3c(-c3ccc(Cl)cc3)c12

entry no.	41	42	43	44	45	46	47	48
SF-268	108	101	103	112	28	96	109	97
OVCAR-3	111	96	104	113	0.5*	105	115	118
DU-145	110	102	/	113	15	111	115	99
SF-295	97	102	105	115	40	101	104	92
OVCAR-8	107	103	101	116	6.4*	94	105	84
PC-3	93	85	96	114	14	93	87	73
U251	104	103	101	114	26	89	105	/
SF-539	109	98	108	113	30	92	101	23
SNB-19	107	101	100	104	32	99	/	93

49. CC[C@H](Nc1ncnc(N)c1C(N)=O)c1nc2cccc(NCc3ccc(C(=O)NO)cn3)c2c(=O)n1-c1ccccc1
50. CC1(C)CN(Cc2ccccc2)CCN1Cc1ccccc1
51. O=c1[nH]cc(Cl)cc1O
52. Cc1cccc(C)c1O
53. Cn1cc(S(=O)(=O)NC2=CN3CC=CC3CC2=O)cn1 (configuration not stated)
54. Cc1ccc(C(=O)Nc2ccc(-c3nc(N4CCOCC4)c4c5c(sc4n3)CCCC5)cc2)cc1
55. Nc1cc2ccccc2c(=O)n1NC(=O)c1cccc(Br)c1
56. N#CCC1CC2CCC1C2 (configuration not stated)

entry no.	49	50	51	52	53	54	55	56
SF-268	98	105	79	86	100	94	103	106
OVCAR-3	108	106	88	99	99	101	106	116
DU-145	115	114	97	101	100	99	104	118
SF-295	99	101	82	94	103	74	101	96
OVCAR-8	92	104	91	96	102	97	101	96
PC-3	89	95	82	90	83	90	96	98
U251	102	92	89	80	97	102	99	96
SF-539	98	107	96	93	100	97	93	101
SNB-19	99	98	105	99	116	102	97	102

57. COc1cc2c(c(OC)c1OC)CCC(c1cccc(C(=O)Nc3ccc(Br)cc3)c1)O2 (configuration not stated)
58. Cc1nn2c(/C=C3/C(=O)Nc4ccccc43)c(-c3ccccc3)nc2s1
59. CNC1C(OC2C(OC3C(O)C(O)C(N=C(N)N)C(O)C3N=C(N)N)OC(C)C2(O)/C=N/NC(N)=S)OC(CO)C(O)C1O (configuration not stated)
60. CC(=O)N1N=C(c2ccc(Br)cc2)CC1c1cn(-c2ccccc2)nc1-c1ccc(OCc2ccccc2)cc1 (configuration not stated)
61. COC(=O)c1ccc(Nc2cc(=O)[nH]c(=O)[nH]2)cc1
62. N#Cc1c(-c2ccc(F)cc2)nc(SCc2ccccc2)nc1N1CCNCC1
63. O=C(N/N=C/c1cc2ccccc2n2nnnc12)Nc1ccc(Cl)cc1
64. CCOC(C)=C(C#N)C#N

entry no.	57	58	59	60	61	62	63	64
SF-268	77	101	96	106	100	-31*	104	106
OVCAR-3	79	88	107	109	113	-61*	110	121
DU-145	71	97	107	113	112	-80*	98	119
SF-295	57	93	103	98	102	-83*	99	117
OVCAR-8	72	85	103	95	112	-78*	104	106
PC-3	39	78	91	87	104	-52*	97	100
U251	76	97	102	95	111	-96*	97	109
SF-539	77	/	93	101	102	-99*	102	100
SNB-19	66	87	108	101	101	-81*	95	110

7 compounds from above, showing only SF-539 and OVCAR-8:
nr	canonical_smiles	SF-539	OVCAR-8
15	CCCCC(=O)OC1CCCCC1C (configuration not stated)	103	87
5	COc1ccc(/C=C2/C(c3ccc(Cl)cc3)=NN=C2C(F)(F)F)cc1	86	86
35	CC(CN(C)C)C(=O)c1cccs1 (configuration not stated)	98	118
27	Cc1cc2ccccc2[nH]1	117	94
11	O=C1NN(C(=O)c2ccccc2)C(c2ccccc2)=N/C1=C\c1cn(-c2ccccc2)nc1-c1ccccc1	107	101
25	C[C@@H](O)CC(C)(C)O	104	105
38	O=C(CCN1CCCC1)Nc1ccc2c(NCc3ccccc3)c3ccccc3nc2c1	5.9*	4.5*

The list goes on:
65. COc1cc(-c2c(C(N)=O)nnn2-c2cc(OC)c(OC)c(OC)c2)cc(OC)c1OC
66. COc1ccc2c(O)c(/C=C3\N=Nc4nc(C)ccc43)oc2c1CC1CCNCC1
67. CSc1ccc(C(=O)C[n+]2ccccc2C)cc1
68. N#C/C(=C\NC(=S)Nc1ccc(S(=O)(=O)Nc2ccccn2)cc1)C(N)=O
69. Nc1nc(CSCC(=O)N2CCCCC2)nc(Nc2ccccc2F)n1
70. COc1ccc(/C=C2\SC(=Nc3ccc(F)cc3)NC2=O)c(OC)c1

entry no.	65	66	67	68	69	70
SF-268	111	67	96	99	98	112
OVCAR-3	113	84	95	105	104	114
DU-145	108	88	111	/	105	100
SF-295	/	90	100	100	93	82
OVCAR-8	98	68	108	103	105	96
PC-3	97	69	96	94	98	92
U251	95	21	99	96	100	88
SF-539	/	56	100	111	92	98
SNB-19	96	57	94	108	95	101

Whole records, quoted from the list. Screens in order: SF-268 | OVCAR-3 | DU-145 | SF-295 | OVCAR-8 | PC-3 | U251 | SF-539 | SNB-19
`CCCCCCOc1ccc(C2(Cl)c3ccccc3N(C)c3ccccc32)cc1` is listed with 49 | 32 | 56 | 29 | 39 | 22 | -8.8* | 89 | 47
`O=C(O)c1ccc(C(=O)O)cc1` is listed with 108 | 113 | 107 | 99 | 88 | 94 | 89 | 99 | 99
`O=S(=O)(NCCNc1nccc(-c2c(-c3ccc(F)c(O)c3)nc3sccn23)n1)c1ccc(O)cc1` is listed with 37 | 57 | 44 | 60 | 33 | 22 | 57 | 81 | 56

Bioassay records deposited in PubChem BioAssay by NCI.
